Screening results: PubChem BioAssay, several laboratories
NR2E3 ag-1: NR2E3 (human) agonism. inhibition of corepressor binding, % at 4.78 µM. Q9Y5X4. actives 0.12% (n = 320,000). AID 2300. GST-NR2E3/biotin-RetCOR TR-FRET, 1536-well;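 active means percent inhibition above the cutoff of mean plus 3 SD of all tested compounds, set per screening campaign, cut at about 20% in these data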;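 further: 0% = DMSO wells and 100% = biotin wells as full block of FRET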
Target sequence (Q9Y5X4 whole entry, looked up): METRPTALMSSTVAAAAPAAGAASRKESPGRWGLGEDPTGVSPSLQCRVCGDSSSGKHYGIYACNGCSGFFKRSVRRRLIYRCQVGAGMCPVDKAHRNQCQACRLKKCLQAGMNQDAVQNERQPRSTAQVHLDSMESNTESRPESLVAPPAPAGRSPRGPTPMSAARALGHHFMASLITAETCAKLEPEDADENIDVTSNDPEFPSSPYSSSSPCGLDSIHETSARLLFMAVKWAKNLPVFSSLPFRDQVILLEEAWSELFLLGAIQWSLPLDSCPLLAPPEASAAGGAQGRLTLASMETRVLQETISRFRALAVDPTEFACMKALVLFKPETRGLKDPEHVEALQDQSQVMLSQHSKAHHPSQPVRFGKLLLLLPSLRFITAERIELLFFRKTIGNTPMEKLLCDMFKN
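Test system – NR2E3–RetCOR corepressor complex · Quantity – NR2E3 fusion 1.35 nM · Buffer or medium – Tris pH 7.5 · Incubation – Compound–protein incubation for 5 h at 4 °C · Technique – TR-FRET, Eu(K)-anti-GST donor, streptavidin-D2 acceptor, ex 340, em 617/671 nm · Evaluation – percent inhibition of 671/617 nm emission ratio versus biotin and DMSO controls · Plate – 1536-well format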
TRPM1 prom inh: reduces MITF-dependent TRPM1 promoter luciferase signal; SK-MEL-5 TRPM1 promoter luciferase, 24 h; inhibition, % at 12.5 µM; actives 0.83% (n = 330,000); AID 488899;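 active means mean inhibition across replicates of 60% or more, whatever share of single replicates reaches that level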; further: values of inactives mirror those of a sister screen read the other way
iPSC survival up: increases survival of single human iPS cells; hiPSC single-cell survival, ATPlite luminescence; 100% = ROCK inhibitor wells, 0% = DMSO; survival enhancement, % at 20 µM; actives 0.044% (n = 360,000); AID 602274; in the data active means survival enhancement above about 18%;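 further: cells exposed to compounds for 16 hours before the ATP read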
Peg3 prom inh: inhibitors of Peg3 promoter | actives 1.7% (n = 360,000) | HeLa PEG-Prom luciferase reporter, luminescence, overnight | inhibition, % at 20 µM;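 active means inhibition of at least 50% at 20 µM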
EBV LMP1 NFkB: Epstein-Barr LMP1 NF-kappaB reporter inhibition | LMP1-induced NF-kappaB luciferase reporter cells, luminescence | inhibition, % at 12.5 µM | actives 0.69% (n = 350,000) | AID 504558; in the data active means inhibition above about 41%;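 further: 0% = neutral control wells and 100% = reference inhibitor control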
KKLEB cytotox: CF airway cell cytotoxicity counter-screen; KKLEB CF airway cells viability, ATPlite luminescence, overnight; active compounds read low; cells stimulated with P. aeruginosa culture filtrate; activity change (cytotoxicity), % at 5 µM; actives 0.36% (n = 360,000); AID 602141;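 active means corrected activity change at or below -50% at 5 µM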
NR2E3 ag-2: activates human NR2E3 receptor. CHO-S Gal4-NCOR/VP16-NR2E3 two-hybrid, luciferase. inhibition of corepressor binding, % at 3.98 µM. actives 0.35% (n = 360,000). AID 602229;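 active means inhibition above the mean of all tested compounds plus 3 SD, cut at about 70% in these data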;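 further: 0% = DMSO with NR2E3 transfected cells and 100% = cells lacking NR2E3 construct; higher means lower luciferase signal from less NR2E3 corepressor binding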
TRAIL sens C8: sensitizes caspase-8 expressing cells to TRAIL; inhibition (viability loss, TRAIL sensitization), % at 10 µM; actives 1% (n = 360,000); AID 624354; NB7+C8 cells + TRAIL, ATPlite viability luminescence;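 active means compounds causing at least 50% loss of cell viability in the single-dose screen, relative to plate controls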
CF NFkB block: inhibitors of cystic fibrosis induced NF-kB; KKLEB NF-kB-GFP reporter, PAF-induced, GFP fluorescence overnight; AID 588850; actives 0.86% (n = 360,000); inhibition, % at 5 µM;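 active means at least 50% inhibition at 5 µM, scaled per plate between neutral and stimulator controls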;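 further: PAF is a Pseudomonas aeruginosa culture filtrate used as stimulus; plate controls were PAF-stimulated DMSO wells for no effect and unstimulated DMSO wells for full effect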
HIF-2a block: HIF-2a inhibition; 786-0 RCC cells HIF-2a reporter, luciferase luminescence, overnight; inhibition, % at 18.8 µM; actives 0.72% (n = 360,000);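 active means inhibition of the luminescence signal of 40% or more relative to plate controls, in a single-dose primary screen at 18.75 µM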
Shn3 inh set2: inhibitors of Schnurri-3 3'UTR reporter in osteoblasts | AID 588674 | Clone20 osteoblast Shn3 3'UTR firefly luciferase, 24 h | actives 0.52% (n = 360,000) | inhibition, % at 12.5 µM;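 active means mean inhibition of at least 75% with every replicate also reaching 75%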;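 further: 0% = median of neutral control wells and 100% = pilot-screen positive control compound; some compounds past the cut are filed as inactive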
The depositor's hits bear a star; nt = not tested or not shown. This is a subset (hit frequency here may not be typical).

Letters – A = NR2E3 ag-1; B = TRPM1 prom inh; C = iPSC survival up; D = Peg3 prom inh; E = EBV LMP1 NFkB; F = KKLEB cytotox; G = NR2E3 ag-2; H = TRAIL sens C8; I = CF NFkB block; J = HIF-2a block; K = Shn3 inh set2
> C/C(=N/Oc1nc(C)cc(C)n1)c1ccc(Cl)cc1Cl
  A: 4; B: -15; C: -0.1; D: 8; E: 5; F: 11; G: -7; H: 7; I: -2; J: -1; K: 10
> Cc1ccc(C(=O)N2[C@@H]3CN(C)C(=O)[C@@]2(C)[C@H]2C(=O)N(Cc4ccccc4)C(=O)[C@@H]32)cc1
  A: nt; B: 5; C: 1.9; D: -9; E: -8; F: 2; G: -31; H: 4; I: 12; J: 11; K: -16
> NC(=O)C1=C[C@H](c2coc3ccccc3c2=O)C[C@H](OCc2ccc(CO)cc2)O1
  A: 2; B: -9; C: 1.0; D: -2; E: -8; F: 10; G: 1; H: -5; I: 2; J: 15; K: -10
> Cc1ccc(NC(=O)c2cnccn2)cc1S(=O)(=O)N(C)C
  A: 1; B: -10; C: 1.0; D: 2; E: 6; F: -4; G: -13; H: -4; I: -1; J: -3; K: 5
> Cc1ccc(CNC(=O)COC(=O)c2ccc(S(=O)(=O)N(C)C)cc2)cc1
  A: -1; B: -13; C: 3.1; D: -3; E: -5; F: 3; G: -13; H: 2; I: 14; J: 1; K: -3
> CCOc1ccc(NS(=O)(=O)c2coc(C(N)=O)c2)cc1
  A: 4; B: nt; C: 3.2; D: -15; E: 2; F: -4; G: -32; H: 10; I: -10; J: 6; K: 3
> Cc1ccc(S(=O)(=O)NC(=O)c2cc(C)n(CCCn3ccnc3)c2C)cc1
  A: -1; B: 7; C: -1.0; D: -1; E: -4; F: 2; G: -7; H: -16; I: 15; J: 7; K: 0
> Cc1ccc(OCC(=O)Nc2ccc(S(=O)(=O)N3CCN(C)CC3)cc2)cc1
  A: 2; B: 9; C: -2.2; D: 1; E: -2; F: -11; G: 13; H: -3; I: 1; J: 10; K: -7
> COc1ccc(NC(=O)NCCCN2CCN(c3cc(C)ccc3C)CC2)cc1
  A: 0; B: 4; C: -0.4; D: 3; E: 11; F: -6; G: -11; H: 29; I: 1; J: 16; K: 46
> Cc1ccc(NC(=O)c2ccccc2NS(=O)(=O)c2ccc(Cl)s2)cc1S(=O)(=O)N1CCOCC1
  A: 2; B: 21; C: 1.8; D: -17; E: -2; F: -49; G: 90*; H: 23; I: 57*; J: -8; K: 26
> CC(=O)O[C@H]1C(=O)[C@]2(C)[C@H]([C@H](OC(=O)c3ccccc3)[C@]3(O)C[C@H](OC(=O)[C@H](O)[C@@H](NC(=O)c4ccccc4)c4ccccc4)C(C)=C1C3(C)C)[C@]1(OC(C)=O)CO[C@@H]1C[C@@H]2O
  A: -2; B: 30; C: -2.0; D: 15; E: 13; F: 40; G: -14; H: 16; I: 15; J: 3; K: 40
> Cc1cc(C(=O)COc2ccc3ccc(=O)oc3c2)c(C)n1Cc1cccs1
  A: -1; B: -15; C: 0.9; D: -46; E: -1; F: -2; G: -10; H: 10; I: 9; J: -34; K: 1
> Cc1ccc(NC(=O)C2C3CCC(O3)C2C(=O)O)cc1C (configuration not stated)
  A: 7; B: 6; C: -0.2; D: 5; E: -4; F: -11; G: 16; H: -12; I: 5; J: -24; K: -26
> O=[N+]([O-])c1cc(/C=N\Nc2nc(-c3ccccc3)cs2)ccc1O
  A: 2; B: -28; C: -1.6; D: -86; E: 1; F: 18; G: -20; H: 2; I: -27; J: -82; K: -18
> CC#CC(=O)N1CCC(Oc2cccc(C(=O)NCc3ccccn3)c2)CC1
  A: 2; B: 3; C: -0.3; D: 0; E: -1; F: 1; G: -38; H: -6; I: 5; J: 14; K: 13

No new results follow: an excerpt of the list.
Letters – A = NR2E3 ag-1; B = TRPM1 prom inh; C = iPSC survival up; D = Peg3 prom inh; E = EBV LMP1 NFkB; F = KKLEB cytotox; G = NR2E3 ag-2; H = TRAIL sens C8; I = CF NFkB block; J = HIF-2a block; K = Shn3 inh set2
> O=[N+]([O-])c1cc(/C=N\Nc2nc(-c3ccccc3)cs2)ccc1O
  A: 2; B: -28; C: -1.6; D: -86; E: 1; F: 18; G: -20; H: 2; I: -27; J: -82; K: -18
> CC#CC(=O)N1CCC(Oc2cccc(C(=O)NCc3ccccn3)c2)CC1
  A: 2; B: 3; C: -0.3; D: 0; E: -1; F: 1; G: -38; H: -6; I: 5; J: 14; K: 13

Back to the main list with the 4 entries that preceded the break.
Letters – A = NR2E3 ag-1; B = TRPM1 prom inh; C = iPSC survival up; D = Peg3 prom inh; E = EBV LMP1 NFkB; F = KKLEB cytotox; G = NR2E3 ag-2; H = TRAIL sens C8; I = CF NFkB block; J = HIF-2a block; K = Shn3 inh set2
> Cc1cc(C(=O)COc2ccc3ccc(=O)oc3c2)c(C)n1Cc1cccs1
  A: -1; B: -15; C: 0.9; D: -46; E: -1; F: -2; G: -10; H: 10; I: 9; J: -34; K: 1
> Cc1ccc(NC(=O)C2C3CCC(O3)C2C(=O)O)cc1C (configuration not stated)
  A: 7; B: 6; C: -0.2; D: 5; E: -4; F: -11; G: 16; H: -12; I: 5; J: -24; K: -26
> O=[N+]([O-])c1cc(/C=N\Nc2nc(-c3ccccc3)cs2)ccc1O
  A: 2; B: -28; C: -1.6; D: -86; E: 1; F: 18; G: -20; H: 2; I: -27; J: -82; K: -18
> CC#CC(=O)N1CCC(Oc2cccc(C(=O)NCc3ccccn3)c2)CC1
  A: 2; B: 3; C: -0.3; D: 0; E: -1; F: 1; G: -38; H: -6; I: 5; J: 14; K: 13
> CCN(CC)C(=O)CN1C(=O)COCC1=O
  A: -1; B: 7; C: 0.7; D: 2; E: 8; F: -2; G: 23; H: 4; I: 5; J: -13; K: 6
> CC(OC(=O)c1ncc(Cl)c(Cl)c1Cl)C(=O)NC1CCCCC1C (configuration not stated)
  A: 0; B: -1; C: -0.3; D: 15; E: 2; F: -6; G: -24; H: 6; I: 2; J: -2; K: -41
> C[C@H](NC(=O)c1nc[nH]c1C(=O)N[C@@H](Cc1ccccc1)C(=O)OC(C)(C)C)C(=O)OC(C)(C)C
  A: -2; B: 1; C: 1.8; D: 30; E: -7; F: 0; G: -5; H: 18; I: -8; J: 18; K: 4
> CCN(CC)S(=O)(=O)c1ccc(NC(=O)CSc2ncnc3ccccc23)cc1
  A: -3; B: 11; C: 1.9; D: 12; E: 5; F: -17; G: -5; H: 25; I: 9; J: 29; K: -7
> O=C(CN(C(=O)CSc1nnc(COc2ccccc2)o1)c1ccc(F)cc1)NC1CCCCC1
  A: -4; B: 1; C: 0.7; D: 3; E: 3; F: 0; G: 3; H: -15; I: -7; J: 0; K: -34
> COc1ccc(C2=NOC(C(=O)NCc3cccnc3)C2)cc1OC (configuration not stated)
  A: 3; B: 1; C: 0.2; D: 12; E: 2; F: -28; G: -3; H: 6; I: 12; J: 14; K: -2
> Cn1ncc(C(=O)Nc2ccc(Cl)cc2)c1C(F)(F)F
  A: 2; B: -4; C: 1.4; D: -2; E: -3; F: -3; G: -11; H: 0; I: -15; J: 2; K: 11
> C=C(C)C(=O)OCC(=O)NCc1ccccc1
  A: 5; B: -13; C: -0.7; D: -14; E: -2; F: -8; G: 21; H: 7; I: 7; J: 12; K: -23
> Cc1ccccc1-c1cnc(C(O)c2ccc(F)cc2C)[nH]1 (configuration not stated)
  A: nt; B: nt; C: -1.8; D: -7; E: nt; F: -7; G: -22; H: 0; I: 8; J: -15; K: -1
> COc1ccccc1CCNC(=O)CSc1ccc(-c2cccs2)nn1
  A: 0; B: 9; C: 2.3; D: 18; E: -6; F: 8; G: -9; H: -4; I: -34; J: -1; K: -9
> CC1CCN(c2cc(C#N)c(C#N)cc2[N+](=O)[O-])CC1
  A: 2; B: -12; C: -2.5; D: 3; E: 5; F: 1; G: -17; H: 8; I: -5; J: 10; K: -5
> O=P(O)(CCc1ccccn1)CN1CCCCC1
  A: 0; B: -4; C: 4.7; D: -3; E: -3; F: 6; G: -45; H: 3; I: 0; J: 11; K: -1
> Cc1ccc(C)c(N2CCN(S(=O)(=O)c3csc(C(N)=O)c3)CC2)c1
  A: 1; B: 6; C: -0.4; D: 11; E: -6; F: 6; G: 61; H: -5; I: -16; J: 14; K: 7
